GalR3 antagonist = antagonists of human GalR3. 360,000 tested, 0.44% active. HEK293 GalR3-CNG cAMP membrane potential fluorescence; galR3 body fused to GalR1 C-terminus. AID 651719. O60755. inhibition, % at 3 µM;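 active = inhibition above the screen-wide average plus 3 SD, cut at about 13% in these data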;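 also: forskolin and galanin both at EC90 stimulate the cells; cAMP rise reported by CNG channel membrane potential dye signal; 0% = forskolin plus galanin with DMSO and 100% = forskolin alone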
IMP-1 inhibitor = blocks Pseudomonas aeruginosa IMP-1 metallo-beta-lactamase; purified IMP-1, nitrocefin hydrolysis, epi-absorbance fluorescence; inhibition, % at 5.6 µM; 290,000 tested, 0.45% active;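 active = inhibition above the mean plus 3 SD of all compounds in the same screening run, cut at about 4.5% in these data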;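 also: 0% = IMP-1 with DMSO and 100% = DMSO wells lacking enzyme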
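assay system = purified recombinant IMP-1 metallo-beta-lactamase enzyme | schedule = 15 min preincubation plus 25 min reaction at 25 °C | signal = Epi-absorbance fluorescence, 480 nm excitation, 530 nm emission | read-out basis = percent inhibition from optical density relative to buffer-blank wells | controls = IMP-1 with DMSO as 0%, enzyme-free DMSO as 100%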
IDE inh = inhibits human insulin-degrading enzyme in HEK cells; FAbetaB cleavage, fluorescence polarization; inhibition, % at 5.59 µM; 320,000 tested, 0.41% active; AID 434962;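 active = percent inhibition above the average of all tested compounds plus 3 SD, set per screening campaign, cut at about 16% in these data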;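 also: IDE supplied by intact live HEK cells; FP after avidin binding of uncleaved biotin substrate so inhibition keeps polarization high; 0% = DMSO wells and 100% = 60 µM reference IDE inhibitor Ii1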
pCIP destab = lowers stability of the mouse p/CIP coactivator protein | Q05BA5 | F442A p/CIP-EGFP cells, EGFP fluorescence, 16 h | decrease of EGFP signal, % at 10 µM | 290,000 tested, 0.01% active | AID 1984;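 active = EGFP signal decrease of at least 30% at 10 µM or well 3 SD below plate mean, unless failing retest; inactive = the rest, including hits failing retest or dose response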; also: some compounds called inactive have numbers as strong as hits; many of its hits are not listed in these tables
Target sequence (Q05BA5 1-1403): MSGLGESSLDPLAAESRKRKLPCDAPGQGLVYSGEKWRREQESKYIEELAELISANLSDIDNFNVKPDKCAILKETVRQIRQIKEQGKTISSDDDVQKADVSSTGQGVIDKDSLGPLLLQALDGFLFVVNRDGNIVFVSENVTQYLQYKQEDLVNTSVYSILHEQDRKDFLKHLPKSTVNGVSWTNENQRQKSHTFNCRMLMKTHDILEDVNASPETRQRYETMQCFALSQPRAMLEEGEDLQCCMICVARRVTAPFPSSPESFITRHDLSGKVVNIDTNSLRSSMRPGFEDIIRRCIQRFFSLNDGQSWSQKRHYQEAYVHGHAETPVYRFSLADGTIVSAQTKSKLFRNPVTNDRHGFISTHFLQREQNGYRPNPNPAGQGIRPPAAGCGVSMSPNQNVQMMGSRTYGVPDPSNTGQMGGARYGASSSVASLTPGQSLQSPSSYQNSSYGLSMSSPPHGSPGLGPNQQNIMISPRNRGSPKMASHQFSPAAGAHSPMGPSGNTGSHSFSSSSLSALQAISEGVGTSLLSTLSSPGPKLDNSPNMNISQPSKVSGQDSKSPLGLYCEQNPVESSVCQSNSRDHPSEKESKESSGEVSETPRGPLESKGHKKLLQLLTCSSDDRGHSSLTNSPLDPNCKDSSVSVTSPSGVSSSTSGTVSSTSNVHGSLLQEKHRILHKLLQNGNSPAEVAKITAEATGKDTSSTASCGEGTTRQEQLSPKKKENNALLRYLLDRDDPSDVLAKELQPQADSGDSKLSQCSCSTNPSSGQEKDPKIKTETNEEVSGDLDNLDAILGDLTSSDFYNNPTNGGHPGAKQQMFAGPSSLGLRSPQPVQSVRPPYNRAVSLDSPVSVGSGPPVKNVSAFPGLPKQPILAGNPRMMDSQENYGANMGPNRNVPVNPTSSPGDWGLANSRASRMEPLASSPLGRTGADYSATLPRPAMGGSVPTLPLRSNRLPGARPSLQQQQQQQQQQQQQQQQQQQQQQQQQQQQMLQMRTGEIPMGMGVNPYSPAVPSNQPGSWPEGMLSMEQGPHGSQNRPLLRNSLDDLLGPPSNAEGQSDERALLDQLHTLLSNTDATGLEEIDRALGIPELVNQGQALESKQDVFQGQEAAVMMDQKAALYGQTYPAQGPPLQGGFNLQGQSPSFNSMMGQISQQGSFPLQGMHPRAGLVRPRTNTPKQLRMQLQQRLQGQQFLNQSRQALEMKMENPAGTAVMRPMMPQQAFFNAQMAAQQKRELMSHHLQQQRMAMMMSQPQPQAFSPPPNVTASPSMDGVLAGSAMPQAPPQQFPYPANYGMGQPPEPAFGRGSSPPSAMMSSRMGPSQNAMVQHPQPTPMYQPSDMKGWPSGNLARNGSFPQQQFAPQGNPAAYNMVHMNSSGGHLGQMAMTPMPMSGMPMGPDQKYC
NS3 helicase inh = HCV NS3 helicase inhibition. inhibition, % at 10.9 µM. NS3 helicase DNA unwinding, Cy5 molecular beacon fluorescence. 290,000 tested, 0.56% active;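 active = inhibition above the mean of all tested compounds plus 3 SD, set per campaign, cut at about 35% in these data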;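 also: 0% = DMSO wells and 100% = thioflavine S control wells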
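System: NS3 helicase fragment of HCV / Schedule: 1 h at 25 °C / Control set: DMSO alone as 0% and 110 µM thioflavine S as 100% / Reagent: Cy5/quencher beacon DNA duplex and ATP to start / Technique: Cy5 fluorescence / Replication: singlicate / Evaluation: % inhibition of end-to-start signal ratio versus controls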
UBC9 SUMO inh = inhibitors of human SUMOylation (UBC9). P63279. inhibition, % at 35 µM. 290,000 tested, 0.36% active. HTRF SUMOylation assay, SAE1/SAE2 + UBC9, in vitro; in the data active = inhibition above about 50%, passing the limit was not always enough; also: strong numbers were not always called active
CRFBP-R2 block = blocks CRF-induced signaling of the CRF-BP/CRF-R2 complex | HEK293 CRF-R2/CRF-BP, CRF-induced calcium fluorescence | inhibition, % at 11.8 µM | 350,000 tested, 0.59% active;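 active = inhibition of the ligand-induced calcium signal above about 50% at the single tested concentration, limit read from the data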
IDE cell activ = boosts human insulin-degrading enzyme activity in HEK cells | P14735 | FAbeta-B cleavage, fluorescence polarization; 0% vehicle, 100% cell-free pure enzyme wells | activation, % at 5.96 µM | 340,000 tested, 0.073% active;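 active = activation above the mean of all tested compounds plus 3 SD, set per screening campaign, cut at about 17% in these data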
VIM-2 inh = blocks Pseudomonas aeruginosa VIM-2 metallo-beta-lactamase | inhibition, % at 5.6 µM | 290,000 tested, 0.89% active | purified VIM-2, nitrocefin hydrolysis, epi-absorbance fluorescence;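 active = inhibition above the mean of all tested compounds plus 3 SD, cutoff set per screening run, cut at about 7.5% in these data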;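 also: red hydrolysis product quenches plate fluorescence so inhibitors raise well fluorescence; 0% = enzyme with DMSO and 100% = DMSO without enzyme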
* marks the source's active call; other numbers are inactive results; / = no result given.

Values run as follows: GalR3 antagonist | IMP-1 inhibitor | IDE inh | pCIP destab | NS3 helicase inh | UBC9 SUMO inh | CRFBP-R2 block | IDE cell activ | VIM-2 inh
COc1cc(-c2nc(-c3ccccn3)no2)cc(OC)c1OC
    0 | -2.2 | -1 | 8 | -7 | 5 | -18 | -4 | 0.0
COc1ccc(NC(=O)c2sc(NC(=O)COc3ccccc3)nc2C)cc1
    -8 | -2.8 | 4 | -18 | -2 | 22 | -8 | -1 | -1.8
COc1ccc2cc(C=O)n(C)c2c1
    -4 | / | 3 | / | / | / | 6 | 5 | /
Cc1ccc(C(=O)O/N=C(\N)c2ccccn2)cc1C
    -4 | -1.6 | -1 | -6 | 2 | 10 | -10 | 3 | -2.4
COc1ccc(C(=O)C2CCCN(C(=O)/C=C/c3cnc[nH]3)C2)c(C)c1 (stereo not given)
    2 | 0.3 | 0 | 6 | 5 | -4 | 13 | 1 | 0.9
C=CCn1c(SCC(=O)Nc2ccccc2OC)nc(O)c(CC)c1=O
    0 | -0.5 | 3 | 11 | 7 | 2 | 46 | -2 | -0.6
COc1ccccc1C(=O)Nc1ccc(S(=O)(=O)Nc2cc(C)on2)cc1
    -3 | -1.2 | 8 | -10 | 1 | -3 | -3 | 3 | -2.2
S=C(NCC1CCCO1)Nc1cccc2ccccc12 (stereo not given)
    -8 | -3.7 | -1 | -23 | -6 | 0 | 10 | 3 | 1.5
CCn1c(CNC(=O)c2cccnc2)cc2ccccc21
    -12 | -3.0 | 0 | -8 | 4 | 4 | 6 | 0 | -1.0
COC(=O)[C@H]1C[C@@H]1[C@H](NC(=O)[C@H]1C[C@@H]1[C@H](NC(=O)OCc1ccccc1)c1ccccc1)c1ccccc1
    -10 | -3.3 | 3 | -10 | -10 | 12 | 15 | -2 | -1.8
CCCC(CCC(=O)Nc1ccc(C(=O)OCC)cc1)C(=O)O (stereo not given)
    0 | -1.9 | 0 | -55 | 3 | -9 | -11 | 2 | -3.2
CCCOc1cccc(C2C(C(=O)c3ccc(C)o3)=C(O)C(=O)N2c2nc(C)c(C(C)=O)s2)c1 (stereo not given)
    28* | -1.5 | 1 | -14 | 18 | 11 | -4 | -1 | -2.8
O=C(COC(=O)c1ccccc1)c1ccc(Br)cc1
    -6 | -2.4 | 7 | -2 | -2 | 17 | -13 | 3 | -3.2
O=C(O)c1ccccc1NC(=O)C1CCN(S(=O)(=O)c2cccc3nsnc23)CC1
    1 | -1.9 | -22 | -4 | 13 | 8 | 0 | 32* | 0.9
Cc1cccc(NC(=S)NNC(=O)COc2ccc(Cl)cc2Cl)c1
    -6 | -1.3 | 5 | -9 | 1 | -17 | -37 | -20 | -0.5
COc1ccc(NC(=O)C2=C(C)Nc3nc(CCCO)nn3C2c2ccc(OC)c(OC)c2)cc1 (stereo not given)
    -4 | -2.1 | 1 | -2 | -3 | -6 | 3 | 5 | -2.5
CCCCn1c(NC(=O)CC)c(C#N)c2nc3ccccc3nc21
    -3 | -4.5 | -2 | -9 | 10 | 10 | 23 | 3 | 0.5
CCCCC(=NCCc1c(C)[nH]c2ccccc12)C1=C(O)CC(c2ccccc2)CC1=O (stereo not given)
    -3 | -1.6 | 2 | -5 | 6 | 4 | 30 | 0 | -0.9
Nn1c(SCC(=O)Nc2nccs2)nnc1-c1cccnc1
    -6 | / | -5 | / | / | / | 11 | 4 | /
O=c1cc(CSc2nc3ccccc3[nH]2)c2ccccc2[nH]1
    -7 | -2.5 | 0 | -5 | 0 | 13 | -7 | 5 | -0.6
CCC(C)(C)n1nnnc1C(c1cc2cccc(C)c2[nH]c1=O)N1CCCC1 (stereo not given)
    -7 | -0.7 | -2 | 3 | -2 | 9 | -28 | 1 | 0.2
CCn1c(SCC(=O)N=Nc2c(O)[nH]c3ccccc23)nnc1-c1ccc(C(C)(C)C)cc1
    / | -3.4 | -6 | -4 | 2 | 8 | / | / | 1.1
O=C(CCCOc1ccc(Cl)cc1Cl)NCc1ccccn1
    -4 | -2.7 | 3 | 13 | 7 | -5 | 18 | -1 | -1.5
CCOc1ccccc1NC(=O)C(c1ccccc1)N1CCN(CC(=O)N2CCCC2)CC1 (stereo not given)
    -7 | / | 2 | / | / | / | 3 | 8 | /
O=C(Cn1c(O)c(/C=C2\C=Nc3ccc(Br)cc32)sc1=O)N1CCCC1
    -4 | -5.0 | 3 | -8 | 0 | 2 | 1 | 3 | -1.3
COc1ccccc1CCNC(=O)C(=O)Nc1cc2c3c(c1)C(C)C(=O)N3CCC2 (stereo not given)
    -3 | / | -1 | / | / | / | 49 | 4 | /
Nc1cc(C(=O)OCC(=O)N2CCCC2)ccc1Cl
    -5 | -3.8 | 3 | -11 | 7 | 0 | 13 | 1 | -2.9
CC(OC(=O)c1ccc(Cl)nc1)C(=O)N1CCc2ccccc21 (stereo not given)
    -1 | / | 2 | / | / | / | -11 | 0 | /
C=COc1ccc(N2C(=O)c3ccccc3OC2C)cc1 (stereo not given)
    -3 | -1.8 | -5 | -3 | 10 | -5 | 20 | 4 | -0.9
CCN(CC)C(=O)CSc1nc(OC)cc(=O)[nH]1
    -2 | -0.6 | 9 | -4 | -19 | 6 | 20 | 1 | -1.2
Cc1cc(C(F)F)n2nc(C(=O)Nc3ccc(S(=O)(=O)NC45CC6CC(CC(C6)C4)C5)cc3)nc2n1
    -5 | -6.6 | 5 | -6 | -9 | -4 | 2 | 7 | -1.7
O=C(NC(=S)Nc1cccc(O)c1)c1ccco1
    -10 | -0.5 | -2 | 4 | -3 | 19 | -1 | 2 | -1.1
COc1ccc(NC(=O)CSc2nncs2)cc1S(N)(=O)=O
    -4 | -3.1 | 2 | 2 | -25 | 14 | 23 | -4 | -2.4
CC(=O)N1CCN(CC(=O)Nc2cccc(S(=O)(=O)N3CCCCC3)c2)CC1
    -7 | / | 1 | / | / | / | 8 | -1 | /
COc1ccc(S(=O)(=O)NCCc2c[nH]c3ccc(Cl)cc23)cc1
    -9 | -1.8 | 0 | -5 | 6 | -3 | 10 | 2 | -1.9
CCN(Cc1ccccc1)C(=O)c1ccc(N(C)S(=O)(=O)c2ccc(C)cc2)cc1
    -5 | / | -1 | / | / | / | 6 | -1 | /
COc1ccc(S(=O)(=O)N2CCN(Cc3cccc(F)c3)CC2)cc1
    -4 | / | 2 | / | / | / | 22 | 6 | /
CC(C)NC(=O)CCCn1cc([N+](=O)[O-])cn1
    -3 | -3.0 | 3 | 2 | 13 | -2 | 0 | 2 | -5.2
COc1ccc(S(=O)(=O)Oc2ccc3ccccc3c2)cc1
    -8 | -3.0 | 2 | -6 | -10 | -21 | 33 | -2 | -1.9
COC(=O)COc1nc(C)c2c(c1C#N)CC(C)(C)OC2
    -1 | 0.9 | 8 | -5 | -2 | -3 | 9 | -1 | -0.6
COc1ccc(C2=NN(C(=O)CSc3nccn3C)C(c3ccco3)C2)cc1 (stereo not given)
    -6 | / | 1 | / | / | / | 10 | -3 | /
COC1CCN(Cc2c(C(=O)N3C[C@@H](C)O[C@@H](C)C3)nc3ccc(Cl)cn23)CC1
    -1 | -3.9 | 8 | 10 | 3 | 6 | -2 | 1 | -2.6
COc1ccc(C(=O)NC(C)c2cnn(-c3ccccn3)c2C)o1 (stereo not given)
    -1 | -2.4 | 1 | -15 | 7 | 11 | -8 | -7 | -3.2
CCCCCSc1nc2c(c(=O)[nH]c(=O)n2C)n1CCc1ccccc1
    / | / | -4 | 5 | / | 9 | -55 | 3 | /
O=C(NCc1ccccc1)C1CCCN(C(=O)Nc2ccccc2)C1 (stereo not given)
    -4 | -2.5 | 5 | -8 | 5 | 18 | 8 | 4 | -1.4
COc1cccc(C(=O)/C=C/Nc2ccc(S(=O)(=O)Nc3onc(C)c3C)cc2)c1
    -5 | -0.6 | 0 | 4 | 27 | 8 | 23 | 6 | -0.6
O=C(Nc1ccc(Br)cc1)c1ccc2ncsc2c1
    -8 | -3.7 | 1 | -22 | -5 | 1 | -8 | -1 | -2.2
CCOc1ccc(OCC)c(NC(=O)CC2Oc3ccccc3NC2=O)c1 (stereo not given)
    -4 | -3.2 | 4 | 3 | -3 | 18 | -15 | 1 | -0.3
Cc1cc(C)c(NC(=O)CSc2nc3ccc(NC(=O)CSc4nnnn4Cc4ccccc4)cc3s2)c(C)c1
    2 | -3.1 | -7 | / | -4 | / | 15 | 1 | -5.3
N/C(=N\OC(=O)COc1ccc2ccccc2c1)c1cccnc1
    -4 | -2.7 | -4 | -4 | -21 | -2 | -12 | 1 | -0.6
COc1ccc(Cn2cccc(NC(=O)Nc3cccc(OC)c3)c2=O)cc1
    -8 | -0.9 | -3 | 3 | -9 | -22 | 2 | 4 | -2.0
COc1cccc(C2CC(c3cccs3)=NN2S(C)(=O)=O)c1OC (stereo not given)
    -4 | 2.1 | 1 | -7 | -3 | 19 | -8 | 4 | -3.8
COC(=O)/C=C/C(=O)Nc1cccnc1
    -4 | -0.7 | 5 | -1 | 1 | -8 | -2 | 3 | 0.8
CCC(=O)Nc1ccc(-c2nnc(-c3ccccc3)o2)cc1
    1 | -2.9 | -2 | -1 | -3 | -19 | -3 | 0 | -1.8
O=C(CN(c1ccccc1F)S(=O)(=O)c1ccccc1)Nc1ccccc1C(=O)N1CCOCC1
    -2 | -2.0 | 7 | -2 | -4 | 14 | 5 | 8 | -1.7
COc1ccc(OC)c(CN2CCC(C(=O)N(C)CCc3ccc(OC)c(OC)c3)CC2)c1
    -2 | 1.3 | 14 | -3 | -4 | 11 | -1 | 2 | -1.9
COC(=O)c1ccc(N2CCN(C)CC2)c(NC(=O)c2cc3ccccc3o2)c1
    -1 | -1.3 | 3 | -9 | 7 | 12 | -67 | -4 | -0.6
CN(C)c1ccc(C(=O)/C=C/c2ccccc2)cc1
    -7 | -2.2 | 1 | 8 | 1 | -3 | 20 | 1 | -1.4
CCOC(=O)c1c(C)n(C)c2cc(OCCN(CC)CC)ccc12
    -7 | -3.1 | 4 | 27 | -3 | 19 | -2 | 6 | 2.0

3 entries out of the list, ordered by SMILES length, largest number first:
Values run as follows: GalR3 antagonist | IMP-1 inhibitor | IDE inh | pCIP destab | NS3 helicase inh | UBC9 SUMO inh | CRFBP-R2 block | IDE cell activ | VIM-2 inh
COc1ccc(NC(=O)c2sc(NC(=O)COc3ccccc3)nc2C)cc1
    -8 | -2.8 | 4 | -18 | -2 | 22 | -8 | -1 | -1.8
O=c1cc(CSc2nc3ccccc3[nH]2)c2ccccc2[nH]1
    -7 | -2.5 | 0 | -5 | 0 | 13 | -7 | 5 | -0.6
CC(C)NC(=O)CCCn1cc([N+](=O)[O-])cn1
    -3 | -3.0 | 3 | 2 | 13 | -2 | 0 | 2 | -5.2

Screens: PubChem BioAssay, several laboratories
